# Screening data (PubChem)
# Cardio protect – modulators protecting cardiomyocytes from myocardial damage. 0.63% of 360,000 active. AID 588492. protection from H2O2 cell death, % at 20 µM. H9c2 cardiomyocytes, H2O2 injury protection, ATPLite, 2 h;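 active = compounds giving at least 50% protection of heart cells from peroxide-induced death in the single-dose screen, raw or plate-pattern-corrected value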;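 also: 0% = DMSO wells with peroxide and 100% = DMSO wells without peroxide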
# aDG glyco act – alpha-DG glycosylation activation | Pro5-aDG cells, alpha-DG glycosylation AlphaScreen (IIH6); 0% Pro5, 100% B10-LARGE cell signal | 0.22% of 360,000 active | activation, % at 10 µM;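 active = activation of at least 8% versus controls, or a plate z-score of at least 8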;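 also: Pro5 are CHO cells carrying HIG-tagged alpha-DG that lacks glycosylation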
# PDI turbidity – PDI (human) enzyme inhibition; AID 588391; PDI insulin aggregation turbidity, A650, 90 min; inhibition, % at 10 µM; 0.052% of 350,000 active; P07237;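 active = mean inhibition across replicates of 30% or more, whatever share of single replicates reach that level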;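 also: absorbance from insulin aggregation driven by PDI reduction with DTT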
# MC4R ag barr – activates human MC4R beta-arrestin recruitment | activation, % at 8.9 µM | AID 540308 | U2OS MC4R beta-arrestin complementation, luminescence; percent of melanotan II response, DMSO zero | 0.98% of 360,000 active;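 active = activation above a per-plate cutoff, the mean activation of sample wells on that plate plus 3 SD, cut at about 8% in these data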
# ABCB6 inh MLPCN – human ABCB6 transporter inhibition | Q9NP58 | K562-ABCB6 porphyrin accumulation, flow cytometry, 1 h; hits give low values | fluorescence ratio to DMSO, % at 10 µM | 0.19% of 360,000 active | AID 602162;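 active = fluorescence ratio to DMSO below 75%, the collection mean minus 3 SD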;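 also: signal is porphyrin accumulated inside mitochondria; 100% equals median channel fluorescence of DMSO control wells; lower ratio means ABCB6 inhibition with less porphyrin fluorescence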
# Target sequence (Q9NP58 whole entry, looked up): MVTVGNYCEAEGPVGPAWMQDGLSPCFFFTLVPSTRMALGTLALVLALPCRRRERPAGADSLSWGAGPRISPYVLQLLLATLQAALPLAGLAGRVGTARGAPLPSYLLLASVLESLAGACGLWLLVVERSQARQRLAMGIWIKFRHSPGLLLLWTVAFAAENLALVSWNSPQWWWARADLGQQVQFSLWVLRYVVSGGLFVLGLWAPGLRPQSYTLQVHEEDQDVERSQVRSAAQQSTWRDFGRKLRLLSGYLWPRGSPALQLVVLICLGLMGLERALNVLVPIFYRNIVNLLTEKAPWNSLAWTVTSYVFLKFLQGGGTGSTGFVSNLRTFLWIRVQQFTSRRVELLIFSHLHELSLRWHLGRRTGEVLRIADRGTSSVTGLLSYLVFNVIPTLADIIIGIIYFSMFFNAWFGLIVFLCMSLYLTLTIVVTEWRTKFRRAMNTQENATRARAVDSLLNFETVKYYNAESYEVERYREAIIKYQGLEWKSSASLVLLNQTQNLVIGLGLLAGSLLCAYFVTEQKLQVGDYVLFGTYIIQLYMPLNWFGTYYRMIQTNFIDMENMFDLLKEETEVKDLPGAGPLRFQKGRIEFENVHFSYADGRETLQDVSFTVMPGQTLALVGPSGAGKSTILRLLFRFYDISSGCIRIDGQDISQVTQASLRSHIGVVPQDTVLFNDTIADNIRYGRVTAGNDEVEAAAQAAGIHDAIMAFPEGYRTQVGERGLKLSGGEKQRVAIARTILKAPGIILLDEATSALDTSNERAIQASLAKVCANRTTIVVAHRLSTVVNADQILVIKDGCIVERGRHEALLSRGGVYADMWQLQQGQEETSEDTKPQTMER
# CaV13 ICDI inh – Primary screen for inhibitors of IQ motif and Ca2+-dependent inactivation inhibitor domain binding in CACNA1D, Förster resonance energy transfer in living cells, … | HEK cells, CFP/YFP FRET ICDI-IQ, plate reader, 10 min; percent FRET-ratio fall versus neutral wells | inhibition, % at 12.3 µM | 0.098% of 340,000 active | AID 743397;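 active = mean replicate inhibition of at least 30% and at least 1% of replicates passing that level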;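 also: 0% = median of the neutral control wells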
# N-glyco inh – N-linked glycosylation inhibition. D54 ERlucT glycosylation luciferase reporter, 24 h; percent of 100 nM tunicamycin response. 0.23% of 360,000 active. reporter increase, % at 12.5 µM;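 active = mean luciferase reporter signal, scaled so untreated is 0 and the glycosylation-blocking control 100, at or above a set limit in every replicate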;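 also: luciferase carries N-glycosylation sites so blocking glycosylation raises the light; 0% = median of neutral control wells and 100% = median of 100 nM tunicamycin wells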
# MC4R antag cAMP – human MC4R antagonism in cAMP assay | P32245 | MC4R-expressing cells, MTII-stimulated cAMP, LANCE TR-FRET | inhibition, % at 6.5 µM | 0.48% of 360,000 active | AID 540295;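 active = inhibition above its plate's cutoff, the mean of tested wells on that plate plus 3 SD, cut at about 29% in these data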;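 also: 0% = Melanotan II alone and 100% = Melanotan II plus saturating MCL0020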
#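 Assay system: U2OS-MC4R stable cell line; Also added: Melanotan II; Technique: Eu-cAMP/anti-cAMP TR-FRET, emission 671 nm; Times: 30-min compound, 1-h challenge, 1-h detection, room temperature.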
# Vif imaging – inhibitors of HIV Vif. HEK293T cells, Vif self-association by quenched fluorescence, imaging, 24 h. inhibition, % at 7.49 µM. 0.35% of 340,000 active. AID 602346; in the data active = inhibition above about 50%, passing the limit was not always enough; also: some results filed as inactive read as strong as hits
# HTR2A ag – activates the mouse 5-HT2A serotonin receptor | activation, % at 7.6 µM | CHO-K1 mHTR2A beta-arrestin complementation, luminescence; percent of 30 µM serotonin response | P35363 | 0.66% of 360,000 active | AID 624169;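 active = activation above a run cutoff, the mean activation of all tested compounds plus 3 SD, cut at about 14% in these data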;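 also: 0% = plate median of compound wells and 100% = 30 µM serotonin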
# Starred values were filed as active, the others as inactive; nt = not tested or not shown.
SMILES,Cardio protect,aDG glyco act,PDI turbidity,MC4R ag barr,ABCB6 inh MLPCN,CaV13 ICDI inh,N-glyco inh,MC4R antag cAMP,Vif imaging,HTR2A ag
O=C(COc1cccc(C(F)(F)F)c1)NNC(=O)Cc1ccc(S(=O)(=O)N2CCOCC2)s1,-6,-0.1,-3,-3.4,98,-6,1,0,-10,0
COc1ccc(-c2cnc(NCc3cc4c(cc3[N+](=O)[O-])OCO4)n2C)cc1,0,0.4,-5,1.9,96,-3,-1,16,2,-6
COc1ccc(C(C)=O)cc1CSc1nnc(-c2ccncc2)o1,8,0.0,2,-0.6,99,-2,1,11,4,-32
CCCN(C(=O)c1cccc(S(=O)(=O)N2CCCc3ccccc32)c1)C1CCS(=O)(=O)C1 (configuration not stated),6,0.0,9,-4.2,90,-3,3,6,-4,-1
CCN(CC)S(=O)(=O)c1ccc(N(C)Cc2ccc(C(F)(F)F)cc2)nc1,-27,5.0,-1,1.0,91,-2,-5,1,-1,-5
N#Cc1ccsc1NC(=O)c1ccccn1,5,0.7,-3,-2.2,101,-4,0,0,3,2
COc1ccc(/C=C/c2c([N+](=O)[O-])c(=O)n(C)c(=O)n2C)c(OC)c1,25,0.4,-11,-0.8,94,-6,-7,-4,-3,4
O=C(NCCc1c[nH]c2ccc(Cl)cc12)c1cccnc1,4,0.0,4,1.0,100,-10,-1,16,0,-2
Cc1cc(=O)n(-c2ccccc2Cl)[nH]1,-1,0.0,5,0.2,101,0,1,-1,-2,5
CCOC(=O)C1CCN(C(=O)c2cc(S(=O)(=O)N(C)C)ccc2N2CCCC2)CC1,0,0.0,-1,-1.2,95,-5,-2,-8,1,6
CC1(C(=O)NS(=O)(=O)Cc2ccccc2C(F)(F)F)CCN1C(=O)C/C=C/c1ccccc1 (configuration not stated),-7,-0.1,7,-0.7,93,-4,3,5,-5,0
Cc1cc(C)cc(C(=O)N2CCC3(CC2)NCCc2[nH]cnc23)c1,4,0.0,0,-1.0,100,-7,2,7,-15,0
Cc1cc(NCCCn2ccnc2)n2ncc(-c3ccc(Cl)cc3)c2n1,-4,1.6,0,-2.6,101,-7,-18,6,-3,-6
CCOC(=O)[C@]12CCCC=C1N(Cc1ccc3c(c1)OCO3)C(=O)[C@H](CC(=O)NCCc1ccccc1OC)C2,nt,0.4,nt,nt,89,-3,nt,nt,nt,-3
Cc1ccc(CN2CCCN(Cc3c(F)cccc3Cl)S2(=O)=O)cc1,-8,-0.1,6,0.3,94,-18,1,4,-10,-4
O=C(COc1coc(CN2CCc3ccccc3C2)cc1=O)Nc1ccc(Cl)cc1,8,0.4,9,-1.4,102,-6,-1,1,0,-1
Cc1ccc(C(=O)NNC(=O)c2cc3ccccc3cc2O)cc1,32,0.1,-6,-0.8,97,-5,2,1,-3,2
CN(CC1CCCN(CCc2ccc(Cl)cc2)C1)C(=O)c1ccoc1 (configuration not stated),-3,0.0,-6,-1.9,99,-3,0,14,4,-1
COC(=O)c1cc2ccc(OC)c(OC)c2c(=O)s1,1,-0.1,-6,6.7,94,-5,4,-8,-13,1
Cc1ccc(NC(=O)Cn2nc(C)c3ccccc3c2=O)cc1,0,-0.1,20,-2.4,103,nt,0,3,-6,1
CCC(C)[C@H](N)c1nnc(SCC(=O)Nc2ccc(C)cc2C)o1 (some centres not stated),-2,-0.5,1,-1.6,102,-3,2,5,-3,6
c1csc(CNc2ccc3c(c2)OCCO3)c1,-9,-0.1,5,-0.7,93,-5,-12,4,nt,7
CCCC(C)NC(=O)CN(c1ccc2c(c1)OCCO2)S(=O)(=O)c1ccccc1 (configuration not stated),2,-0.1,7,-0.8,102,-21,-1,7,20,1
COc1cc(OC)cc(-c2nnc(NC(=O)CCS(=O)(=O)c3ccc(F)cc3)o2)c1,17,0.2,-6,2.7,100,-13,-4,4,-2,0
Cc1c(N2C(=O)CSC2=S)c(=O)n(-c2ccccc2)n1C,9,0.4,-3,-0.2,92,-5,3,-5,1,6
CNC[C@H](CC1CCCCC1)NC[C@H](Cc1ccccc1)NCCC12CC3CC(CC(C3)C1)C2,-11,-0.4,-4,26*,97,-4,-14,27,3,3
COC(=O)c1ccc(Cn2nc(C)c(Cl)c2C)o1,0,0.0,-11,-1.6,88,-5,2,5,nt,1
OCc1nc2ccccc2n1CCCOc1ccc(Br)cc1,-27,0.8,0,2.2,105,nt,-1,1,-5,-6
O=C(c1ccccc1C(=O)N1CCN(c2ccccc2)CC1)N1CCN(c2ccccc2)CC1,1,0.1,0,-1.1,99,-11,0,16,-3,22*
O=[N+]([O-])c1cccc(-c2nnc(-c3ccccc3F)o2)c1,2,0.0,13,1.0,87,-2,-2,9,-3,-2
CC(C)(C)S(=O)N1Cc2cc(C(=O)NCc3ccc4c(c3)OCO4)nc(-c3cccc(-c4cc5ccccc5o4)c3)c2[C@@H]1CCO (some centres not stated),14,0.4,nt,nt,105,-7,1,nt,nt,-2
CC1(C)C(=O)OC(c2ccccc2)C(C)(C)C1=O (configuration not stated),-5,0.0,3,3.4,103,-1,0,21,-4,-5
COc1ccc(CNC(=O)CNC(=O)CNS(=O)(=O)c2ccc(C)c(C)c2)cc1,7,0.0,16,-0.7,96,-4,2,-5,24,-3
O=C1C(=O)N(c2cccc(Cl)c2)C(c2ccccc2[N+](=O)[O-])/C1=C(\O)c1ccccc1 (configuration not stated),7,0.4,-4,-0.6,103,-8,3,9,-3,2
CCCCC(=O)NN(C)c1nc(-c2ccccc2)nnc1C(F)(F)F,-11,0.5,-5,2.7,94,-4,0,7,-14,2
c1ccc(-n2ncc3c(NCCN4CCOCC4)ncnc32)cc1,-6,0.3,2,-0.8,101,-5,0,3,-3,4
Nc1nc(Nc2ccccc2F)nc(NCc2ccco2)c1[N+](=O)[O-],-1,0.0,-5,-2.3,99,-3,-4,-4,-5,-7
CSc1ccc(C(c2c(C)[nH][nH]c2=O)c2c(C)[nH][nH]c2=O)cc1,2,0.0,-24,-0.9,98,13,4,-2,41,0
COc1cccc(C(=O)N/N=C/c2ccc(Oc3ccc([N+](=O)[O-])cn3)c(OC)c2)c1,1,0.0,2,-1.7,98,3,1,11,2,1
COc1ccccc1NCC(=O)N/N=C/c1sccc1C,0,-0.4,2,3.5,99,17,1,10,8,1
Cc1cc(C)c(C(=O)C2OC(=O)C(C)(C)C(=O)C2(C)C)c(C)c1 (configuration not stated),-8,0.3,5,-0.6,103,-1,-1,1,9,5
CCCC(=O)Nc1sc(C)c(C)c1C(=O)Nc1cccc(C)c1,-1,0.0,-5,1.2,97,-8,4,16,-10,-4
COc1ccc(C(=O)NNC(=O)CN2CCC(n3nnc4cc(C)ccc43)CC2)cc1,-4,0.0,3,-0.7,103,-3,-1,16,-17,-2
Cc1ccccc1NS(=O)(=O)c1ccc(NS(=O)(=O)c2cccs2)cc1,11,-0.1,-2,0.5,109,-3,1,21,-29,3
O=C(Nc1ccccc1)c1ccc(S(=O)(=O)N(CCO)CCO)cc1,-2,0.1,1,0.1,94,-1,0,3,7,-7
O=C(Nc1nc(-c2cc(Cl)sc2Cl)cs1)c1ccc(Br)s1,-29,-0.1,-18,0.6,80,-5,1,3,1,3
O=c1oc2ccccc2n1CCCCCn1c(=O)oc2ccccc21,8,-0.3,-9,0.6,92,-4,-1,-3,-5,1
COC(=O)c1cccc(NC(=O)CSc2nnc(COc3ccc(C#N)cc3)n2-c2ccccc2)c1,16,0.0,3,-0.6,92,-6,-1,1,-3,-3
CC(C)Cn1c(-c2ccccc2)nc(=S)c2c1CCCC2,6,0.5,0,0.5,91,-5,2,15,-4,2
CC1(C)CCC(=NNC(N)=S)CC1,2,0.3,-1,1.4,93,-9,0,-1,5,4
COC(=O)c1ccc(C(=S)N2CCCCC2)cc1,4,0.2,-12,1.0,77,7,0,2,13,4
CC1CCCCN1C(=O)COc1ccc2ccc(=O)oc2c1 (configuration not stated),3,-0.3,-4,-0.6,100,7,0,-3,3,6
CCNC(=O)c1ccc(CSc2nc3ccccc3s2)cc1,-17,0.4,6,-1.2,94,nt,-4,3,-17,-5
O=C1Nc2ccccc2C1=Nc1ccc(F)cc1,-2,0.0,-10,-0.7,97,nt,2,10,21,-6
COc1ccc(CC(=O)NCCCCc2ccccc2)cc1OC,-7,0.0,-3,-1.0,97,3,0,0,2,-1
COc1ccccc1NS(=O)(=O)c1ccc(C)c(NS(=O)(=O)c2cc(C(=O)O)cc(C)c2C)c1,-1,-0.2,3,-2.3,100,-7,-1,16,14,1
COc1ccc(CN2CCNC(=O)C2CC(=O)N(C)CC2CCOCC2)cc1OC (configuration not stated),-4,-0.1,2,0.5,105,-3,2,2,-6,2
O=c1c([N+](=O)[O-])c(NCCN2CCCCCC2)c2ccccc2n1-c1ccccc1,3,0.6,8,-2.5,101,-3,-4,6,-10,-10
COc1ccc(S(=O)(=O)N2CCOC2CNC(=O)C(=O)NCC(C)C)cc1 (configuration not stated),0,0.4,8,-3.2,108,-6,-1,3,-5,6
COc1ccc(OC(=O)c2cccnc2)cc1,-9,0.0,-5,-1.8,101,-7,-1,7,3,-2

# Full records as entered above. Screens in order: Cardio protect | aDG glyco act | PDI turbidity | MC4R ag barr | ABCB6 inh MLPCN | CaV13 ICDI inh | N-glyco inh | MC4R antag cAMP | Vif imaging | HTR2A ag
# COc1ccc(CC(=O)NCCCCc2ccccc2)cc1OC across the screens: -7 | 0.0 | -3 | -1.0 | 97 | 3 | 0 | 0 | 2 | -1
# CC1CCCCN1C(=O)COc1ccc2ccc(=O)oc2c1 (configuration not stated) across the screens: 3 | -0.3 | -4 | -0.6 | 100 | 7 | 0 | -3 | 3 | 6
# O=C1Nc2ccccc2C1=Nc1ccc(F)cc1 across the screens: -2 | 0.0 | -10 | -0.7 | 97 | nt | 2 | 10 | 21 | -6
# COc1ccc(OC(=O)c2cccnc2)cc1 across the screens: -9 | 0.0 | -5 | -1.8 | 101 | -7 | -1 | 7 | 3 | -2
# COc1ccc(S(=O)(=O)N2CCOC2CNC(=O)C(=O)NCC(C)C)cc1 (configuration not stated) across the screens: 0 | 0.4 | 8 | -3.2 | 108 | -6 | -1 | 3 | -5 | 6

# Next section
SMILES,Cardio protect,aDG glyco act,PDI turbidity,MC4R ag barr,ABCB6 inh MLPCN,CaV13 ICDI inh,N-glyco inh,MC4R antag cAMP,Vif imaging,HTR2A ag
Cc1ccc(Cl)cc1N1CCN(S(=O)(=O)c2c(C)noc2C)CC1,-4,0.0,-3,-1.6,98,-7,-3,3,-9,-8
O=C1N/C(=N/O)S/C1=C/c1cccc([N+](=O)[O-])c1,1,-0.1,22,-1.2,98,-1,4,-9,9,1
COc1cccc(CNC(=O)Cn2cc([N+](=O)[O-])cn2)c1,0,0.0,-2,-0.7,90,16,2,0,-6,-1
O=C(Nc1ccccc1OC(F)F)c1ccccc1,-5,-0.1,13,0.3,92,-4,3,6,-8,5
C=CCNc1nc(N)c(C(=O)c2ccc3c(c2)OCO3)s1,2,0.1,0,0.9,104,-1,1,10,-10,1
CC(C)(C)C(=O)COC(=O)c1cc(-c2ccncc2)nc2ccccc12,26,-0.2,14,0.5,97,-12,0,5,-15,0
Cc1ccc(-c2cccc(CN3CCN(C4CCN(C(C)C)CC4)C(CCO)C3)c2)o1 (configuration not stated),11,2.3,2,0.5,107,-4,1,2,0,9
